Assay outcomes from PubChem.
GLP1R ag: qHTS of GLP-1 Receptor Agonists; Potency, µM (titrated, usually from 45.6 µM), without a hit: at the highest dose activation, hits mostly activators; HEK293 GLP-1R CRE-luciferase, luminescence, 4-6 h; cells express a hypersensitive GLP-1R form; 0.007% of 380,000 active; also: potency is read from the fitted curve at half-maximal effect; % of control where 0% means no effect
Target sequence (P43220 whole entry, looked up): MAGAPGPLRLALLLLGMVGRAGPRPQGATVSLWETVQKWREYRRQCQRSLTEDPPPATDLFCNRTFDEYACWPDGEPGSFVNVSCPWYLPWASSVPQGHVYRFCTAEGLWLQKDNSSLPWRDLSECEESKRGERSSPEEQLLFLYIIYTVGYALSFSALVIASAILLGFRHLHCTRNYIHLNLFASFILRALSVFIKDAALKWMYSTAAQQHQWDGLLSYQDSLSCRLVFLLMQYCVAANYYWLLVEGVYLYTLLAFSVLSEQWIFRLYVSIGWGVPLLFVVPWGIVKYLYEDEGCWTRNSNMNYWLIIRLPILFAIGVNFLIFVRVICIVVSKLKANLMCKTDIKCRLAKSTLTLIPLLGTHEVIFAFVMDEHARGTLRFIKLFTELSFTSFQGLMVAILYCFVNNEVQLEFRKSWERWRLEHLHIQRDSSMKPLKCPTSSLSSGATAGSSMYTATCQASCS
PTHR1 ag: qHTS for PTHR1 Agonists: Primary Screen; Parathyroid hormone/parathyroid hormone-related peptide receptor (Homo sapiens), Q03431; HEK293 GP2 PTHR1 cells, GloSensor cAMP luminescence, 1 h; Potency, µM (series often up to 115 µM), without a hit: at the top dose activation, usual class: activators; 0.075% of 410,000 active; also: potency is read from the fitted curve at half-maximal effect; nearly all actives have a fitted effect of over 55% in size; some results filed as inactive show a strong effect at the top dose; inactives centre near -15; many of its hits are not listed in these tables
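HEK-293-derived GP2 cells expressing PTHR1 and a GloSensor cAMP reporter, 3,000/well, plated overnight, given luciferin plus IBMX (each 0.5 mM as added) for 1 h at 37 °C, then compound for 1 h at 37 °C. Luminescence was read after 15 min at room temperature.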
GLP-1R inv ag: qHTS of GLP-1 Receptor Inverse Agonists (Inhibition Mode); Glucagon-like peptide 1 receptor (Homo sapiens), P43220; HEK293 GLP-1R CRE-luciferase, luminescence, 24 h; GLP-1R form is constitutively active; Potency, µM (top dose mostly 38.3 µM), inactives show top-dose activity change, negative = inhibition, hits mostly inhibitors; 1.6% of 410,000 active; also: potency is read from the fitted curve at half-maximal effect; % is scaled to controls: 0 for no effect and ±100 for the full control effect; nearly all actives have a fitted effect of over 55% in size
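Inverse agonism was detected as reduced cAMP-driven luciferase luminescence after 24 h compound treatment. The cells were HEK293 clones expressing constitutively active human GLP-1R with the reporter. Reporter-only and GPR119 cell lines served as counterscreen controls.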
EPAC1 ag: qHTS for Agonist of cAMP-regulated guanine nucleotide exchange factor 3 (EPAC1): primary screen; EPAC1 agonist qHTS, biochemical assay; response scale: 100% = response to 6.5 mM cAMP; Potency, µM (top dose mostly 154 µM), for the others: top-dose activation, actives largely listed as activators; Rap guanine nucleotide exchange factor 3 (Homo sapiens), O95398; 0.073% of 360,000 active; also: potency is read from the fitted curve at half-maximal effect; nearly all actives have a fitted effect of over 60% in size
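Compounds were pinned as a concentration titration into mixtures of EPAC1 (100 nM), BODIPY-GDP-loaded Rap1B (250 nM) and GDP (50 uM). After 5 min at room temperature, fluorescence was followed for 30 min; activity was scaled to 6.5 mM cAMP.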
HEK293 tox: qHTS of GLP-1 Receptor Inverse Agonists: Cytotox Screen; Potency, µM (top dose mostly 38.3 µM), for the others: at the top dose activity change, negative = inhibition, usual class: inhibitors; HEK293 cAMP-luciferase reporter cells, luminescence, 24 h; AID 624418, 2012; 0.13% of 410,000 active;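 also: loss of luciferase light is scored as toxicity; potency is read from the fitted curve at half-maximal effect; % is scaled to controls: 0 for no effect and ±100 for the full control effect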
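Cells in DMEM/10% Nu serum/1% pen-strep, 1536-well format. Pre-incubated 12 h, dosed with 23 nL compound, incubated a further 24 h. Luciferase detection, 12 min at room temp, luminescence.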
EPAC1 antagonist: qHTS for Antagonist of cAMP-regulated guanine nucleotide exchange factor 3 (EPAC1): primary screen. EPAC1 GEF assay, Rap1b-BODIPY-GDP exchange fluorescence. Potency, µM (doses to about 115 µM), for inactives: at the top dose activity change, negative = inhibition, most hits filed as inhibitors. Rap guanine nucleotide exchange factor 3 (Homo sapiens), O95398. 0.14% of 360,000 active;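 also: potency is read from the fitted curve at half-maximal effect; plate controls were vehicle for no effect and positive control for full effect; nearly all actives have a fitted effect of over 50% in size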
PI5P4Ka inh: qHTS for Inhibitors of phosphatidylinositol 5-phosphate 4-kinase (PI5P4K) | Phosphatidylinositol 5-phosphate 4-kinase type-2 alpha (Homo sapiens), P48426 | 1.2% of 330,000 active | max response, % | PI5P4Kalpha enzyme, ADP-Glo luminescence, 60 min; active compounds read low; active = max response of -50% or lower; inconclusive = between -30% and -50%; inactive = -30% or higher; also: value at the top dose of about 77 µM; % is scaled to controls: 0 for no effect and ±100 for the full control effect
Target sequence (P48426 whole entry, looked up): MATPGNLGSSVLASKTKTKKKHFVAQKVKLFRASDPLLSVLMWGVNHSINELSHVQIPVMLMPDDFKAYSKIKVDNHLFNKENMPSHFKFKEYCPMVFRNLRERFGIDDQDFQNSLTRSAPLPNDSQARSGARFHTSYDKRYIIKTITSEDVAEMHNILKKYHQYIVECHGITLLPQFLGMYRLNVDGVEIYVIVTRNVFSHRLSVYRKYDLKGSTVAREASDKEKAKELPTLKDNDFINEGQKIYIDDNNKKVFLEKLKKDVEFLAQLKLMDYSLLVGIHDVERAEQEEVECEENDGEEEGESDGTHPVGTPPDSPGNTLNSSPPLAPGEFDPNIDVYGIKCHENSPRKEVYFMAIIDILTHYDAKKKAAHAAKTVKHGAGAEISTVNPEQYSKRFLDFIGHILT
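Single end-point luminescence (ADP-Glo) quantified ADP from PI5P4Kalpha turnover; ATP 5 microM final, 1 h at RT, 0.1% CHAPS and 0.28 mM EGTA in HEPES pH 7.4.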
PLK1 PBD block: qHTS for Inhibitors of PLK1-PDB (polo-like kinase 1 - polo-box domain): Primary Screen | Potency, µM, without a hit: max response, negative = inhibition, usual class: inhibitors | 2.8% of 360,000 active | Plk1 PBD binding of FITC phosphopeptide, fluorescence polarization | Serine/threonine-protein kinase PLK1 (Homo sapiens), P53350; also: potency is read from the fitted curve at half-maximal effect; series mostly up to about 57 µM; % is scaled to controls: 0 for no effect and ±100 for the full control effect; nearly all actives have a fitted effect of over 65% in size
IL2 activator: qHTS of IL-2 Activators; IL-2 activation reporter assay, cell-based qHTS; stimulated with anti-CD3/CD4/CD28 beads; in transgenic mouse T cells; activation, % (series mostly up to about 46 µM); 0.065% of 360,000 active; AID 652025, 2013; in the data active = activation above about 50%; inconclusive = mostly about 30% to 49%; also: 0% is about no effect
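EGFP and DsRed fluorescence is measured by plate cytometry in unstimulated transgenic mouse T cells exposed to compound for 60 minutes, then stimulated 18 hours at 37 degrees C with anti-CD3/anti-CD4 beads plus anti-CD28.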
Numbers without * were called inactive; i = inactive; ? = inconclusive; · = no result given; [ ] = dose if it differs, or a comment. Unless noted, calls follow the shape of the dose curve; as a rule, active = well fitted curve in the direction sought with a large enough effect; inconclusive = small, poorly fitted or top-dose-only effect, or another doubt; inactive = no such curve, though single readings can be large; an effect the other way counts as inactive or inconclusive.

Structure	GLP1R ag	PTHR1 ag	GLP-1R inv ag	EPAC1 ag	HEK293 tox	EPAC1 antagonist	PI5P4Ka inh	PLK1 PBD block	IL2 activator
Cc1cc(C)nc(NS(=O)(=O)c2ccc(NC(=O)Cn3c(=O)oc4ccccc43)cc2)n1	-4%	-13%	6%	-11%	5%	14%	5	1%	-1.4
CS(=O)(=O)c1ccc(Cl)c(NC(=O)COC(=O)Cc2c[nH]c3ccccc23)c1	7%	i	1%	-1%	7%	-11%	3	2%	0.8
CC(C)(Oc1ccc(Cl)cc1)C(=O)OCn1nnc2ccccc2c1=O	12%	i	15%	-5%	11%	-9%	11	1%	-0.3
O=S(=O)(NCCN1CCCC1)c1ccc(C(F)(F)F)cc1	5%	-24%	7%	-6%	7%	13%	-11	-6%	-0.7
CCCc1[nH]nc2c1C(C1CC=CCC1)C(C#N)=C(N)O2 (stereo not drawn)	0%	-37%[inhibitor]	?	3%	?	-23%	-60*	-7%	-0.9
O=C(CC1C(=O)NCCN1Cc1ccc(-c2ccccc2)cc1)NCc1ccccc1 (stereo not drawn)	10%	-7%	?	-3%	-1%	-8%	2	-18%	1.9
O=C(NCCCNC(=O)c1cnccn1)c1ccc(Br)cc1	5%	24%	-7%	7%	7%	11%	-2	13%	1.2
COc1ccc(-n2ncc3c2CC(C)(C)CC3NC(=O)c2ccc(OC)o2)cc1 (stereo not drawn)	12%	i	?	-6%	-7%	10%	-2	-7%	-1.9
COc1ccc(OC)c(-c2nc(C(=O)NC3CCN(Cc4ccccc4)CC3)cc3c2[nH]c2ccccc23)c1	11%	-27%	10µM*	-15%	-3%	-4%	-2	3%	-0.3
COc1ccc2nc(Nc3nc(-c4ccncc4)cs3)sc2c1	15%	i	43%[activator]	5%	2%	13%	-3	5%	-1.2
COCOCCn1cc(CN2CCS(=O)(=O)N(Cc3ccc(-c4ccc(F)cc4)cc3)C(C(C)C)C2=O)nn1 (stereo not drawn)	2%	-43%[inhibitor]	?	-14%	-13%	-24%	-2	2%	-1.7
COC(=O)c1ccc(OC(=O)C2CC(=O)N(c3ccc(C)cc3C)C2)cc1 (stereo not drawn)	0%	i	2%	7%	3%	-6%	·	?	-0.3
O=C(C1=C[C@@H](c2ccc(C(F)(F)F)cc2)C[C@@H](OCc2ccc(CO)cc2)O1)N1CCOCC1	11%	-47%[inhibitor]	10%	0%	-4%	-10%	-4	-4%	0.2
O=C(NCc1ccccc1Cl)c1cc(=O)[nH]c2ccc(S(=O)(=O)N3CCCCC3)cc12	1%	-5%	5%	·	0%	·	·	·	·
CC(C)(C)C1CCNC(=O)CC1 (stereo not drawn)	-1%	i	6%	-4%	5%	15%	-2	1%	1.9
CCOC(=O)c1cnn(-c2nc(-c3ccccc3F)cs2)c1C(F)(F)F	0%	i	0%	0%	3%	-14%	·	0%	0.9
O=C(NC1CCCCC1)c1ccc(-c2cn[nH]c2)c2ccoc12	11%	-18%	17%	-3%	0%	-2%	0	-10%	-0.3
CCS(=O)(=O)NCCCc1ccccc1	4%	-17%	4%	-1%	-7%	7%	9	1%	-0.4
CC[C@]12c3[nH]c4ccc(Cl)cc4c3CCN1C(=O)[C@@H](CC(=O)NCCC1=CCCCC1)C[C@@H]2C(=O)N1CCN(C(=O)C2CC2)CC1	1%	?	-2%	-27%	0%	-20%	1	-5%	-0.8
Cc1csc(NC(=O)c2ccc(C)o2)n1	8%	-8%	12%	-15%	-18%	8%	2	-8%	-1.2
O=C(Nc1ccc(Cl)cc1)Nc1nnc(-c2ccncc2)s1	-10%	-27%	0%	9%	2%	-5%	-10	-18%	-0.8
CN1CCc2c(sc3nc(SCC(=O)N4CCCCC4)n(-c4ccccc4)c(=O)c23)C1	-5%	?	22%	-2%	-1%	17%	-3	-25%	-0.4
COc1ccc(N=C2O/C(=C/c3sc(=S)n(CC4CCCO4)c3O)N=C2C#N)cc1 (stereo not drawn)	4%	-85%[inhibitor]	-17%	-10%	?	?	-3	-21%	0.8
Cc1oc(-c2cccs2)nc1CN1CCN(CCC(C)C)C(CCO)C1 (stereo not drawn)	6%	i	-12%	-3%	7%	6%	-1	8%	0.0
CC(=NNC(=S)Nc1ccccc1Cl)c1ccccn1	6%	-1%	-50%	11%	-12%	-1%	23	-5%	-4.8
O=C(NC(=S)Nc1cccc(Cl)c1)c1cncc(Br)c1	3%	-2%	-23%	-3%	?	11%	1	-4%	-3.3
COc1ccc2c(c1OC)C(=O)OC2Nc1nc(-c2cccc([N+](=O)[O-])c2)cs1 (stereo not drawn)	4%	12%	0%	0%	8%	-16%	-1	-16%	4.8
CC(C)CNC(=S)N1CCN(C)CC1	-6%	i	0%	4%	7%	17%	0	-8%	-3.7
COc1ccc2nc(NC(=O)CC3Oc4ccccc4NC3=O)sc2c1 (stereo not drawn)	7%	-8%	54%[activator]	15%	-4%	0%	-9	-9%	-4.1
COc1ccccc1N1CCN(C(=O)C(C)CS(=O)(=O)c2ccc3c(c2)NC(=O)CS3)CC1 (stereo not drawn)	6%	-19%	-14%	0%	1%	-6%	-11	-2%	-0.4
COc1ccc(CNc2ncnc3cc(Cl)ccc23)cc1	7%	-36%[inhibitor]	-5%	-4%	-21%	-1%	4	-5%	-3.8
CCCCNC(=O)C1(C)CCN1C(=O)c1ccc(OC)c(C(F)(F)F)c1 (stereo not drawn)	-5%	i	22%	-1%	4%	12%	1	-3%	-0.1
CCN1C(=O)/C(=C2/Sc3ccc(OC)cc3N2C)SC1=Nc1cccc(O)c1	13%	i	52%[activator]	-8%	?	10%	·	-1%	2.3
Cc1ccccc1-n1c(SCC(=O)c2c(N)n(C)c(=O)n(C)c2=O)nnc1-c1cccnc1	14%	i	3%	-10%	-13%	-13%	3	-5%	-2.6
CCc1ccc(CN(C)C(=O)c2cc(COc3cccc(C(F)(F)F)c3)on2)nc1	9%	-21%	?	-9%	-5%	-16%	22	-2%	-0.3
Cn1c2ccccc2c(=O)c2cc(C#CC3=CCCCC3)ccc21	-1%	-19%	-1%	-17%	-25%	-28%	-30	?	-2.1
O=C(O)c1cc2c(cc1Br)OCCCO2	0%	i	5%	4%	-12%	7%	0	1%	-1.5
Oc1c(Cl)cc(Cl)cc1C1Nc2ccccc2-n2cccc21 (stereo not drawn)	1%	-1%	1%	6%	-1%	5%	0	1%	0.1
O=C(O)C1CCCN1S(=O)(=O)c1ccc(Br)cc1 (stereo not drawn)	0%	i	1%	1%	3%	2%	-8	-8%	0.8
CC(C)CC(=O)c1c[nH]c(C(=O)NCC2CCCO2)c1 (stereo not drawn)	-10%	i	10%	0%	-2%	-10%	3	3%	-0.4

Not a retest: an excerpt of the list.
Structure	GLP1R ag	PTHR1 ag	GLP-1R inv ag	EPAC1 ag	HEK293 tox	EPAC1 antagonist	PI5P4Ka inh	PLK1 PBD block	IL2 activator
CCc1ccc(CN(C)C(=O)c2cc(COc3cccc(C(F)(F)F)c3)on2)nc1	9%	-21%	?	-9%	-5%	-16%	22	-2%	-0.3
Cn1c2ccccc2c(=O)c2cc(C#CC3=CCCCC3)ccc21	-1%	-19%	-1%	-17%	-25%	-28%	-30	?	-2.1
O=C(O)c1cc2c(cc1Br)OCCCO2	0%	i	5%	4%	-12%	7%	0	1%	-1.5

The list continues.
Structure	GLP1R ag	PTHR1 ag	GLP-1R inv ag	EPAC1 ag	HEK293 tox	EPAC1 antagonist	PI5P4Ka inh	PLK1 PBD block	IL2 activator
O=C(N/N=C/c1cc([N+](=O)[O-])ccc1O)C12CC3CC(CC(C3)C1)C2	2%	-28%	-29%	4%	-12%	3%	1	-14%	0.8
Cc1ccc(S(=O)(=O)N2CCN(S(=O)(=O)c3ccccc3Br)C2=O)cc1	13%	i	-6%	-5%	6%	0%	-3	1%	-0.7
CCCCC(C)Sc1nc2c([nH]1)c(=S)n(C)c(=O)n2C (stereo not drawn)	15%	-60%[inhibitor]	?	-3%	?	3%	9	-7%	-5.0
CCN(Cc1nc(-c2cccc(C)c2)no1)C(=O)c1ccco1	16%	-17%	-26%	9%	-1%	5%	1	-10%	-3.2
CN(Cc1ccccc1)C(=O)COC(=O)c1cc(-c2ccc(Cl)s2)nc2ccccc12	1%	-5%[57.5 µM]	?	13%	20%	-10%	23	-10%	0.8
O=C(Nc1ccc(Cl)cc1)Nc1ccc(N2CCCC2)c(S(=O)(=O)Nc2ccccc2Cl)c1	-10%	-29%	?	11%	?	-1%	4	-5%	-2.2
CCCS(=O)(=O)NC(=O)C1(C)CCCN(C(=O)c2ccc3ccccc3c2)C1 (stereo not drawn)	-7%	i	19%	-5%	7%	-11%	-1	-6%	0.3
COc1ccc(C(=O)NCC(c2ccco2)N2CCc3ccccc32)cc1OC (stereo not drawn)	3%	i	?	3%	6%	4%	-1	-3%	-1.5
CCC1(c2ccccc2)NC(=O)N(CC(=O)NCc2ccc(F)cc2)C1=O (stereo not drawn)	7%	-10%	-9%	5%	2%	-5%	0	-12%	0.4
CN(C)c1nc2sc3c(c2c(=O)n1C)CC(C)(C)OC3	18%	i	49%[activator]	1%	14%	-13%	1	2%	-0.8

A portion of the library; count on the stated rates, not on these rows.
